# D2 ag: D2 dopamine receptor (human) agonism | 0.53% of 340,000 active | HEK293 T-REx D2 cells, calcium flux agonist mode | activation, % at 2 µM | P14416;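 active means activation over 3 SD above normal in the single-dose calcium agonist read, cut at about 30% in these data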; further: 0% is about no effect
#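 Agonism scored from kinetic calcium signal (1 read/sec, 180 s) following compound pin transfer, after a 10 s baseline. Cells: HEK293 Trex line expressing inducible D2 receptor coupled to calcium, dye-loaded after overnight culture at 30 C.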
# D1 agonist: activates the human D1 dopamine receptor | 1% of 360,000 active | HEK293 T-REx D1 cells, calcium flux, agonist mode | activation, % at 2 µM | P21728; in the data active means activation above about 30%; further: 0% is about no effect
#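 Tetracycline-induced HEK293 TREx D1 cells, force-coupled to calcium signalling, were dye-loaded with a no-wash calcium kit. Compound was pin-added after a 10 s baseline. Fluorescence was read kinetically at 1 cycle/s for 180 s, with calcium rises flagged as agonism.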
# RXFP1 ag: RXFP1 (human) receptor agonism. HEK293T-RXFP1 cAMP TR-FRET, 30 min; response scale: percent of porcine relaxin response, buffer zero. Potency, µM (series often up to 57.5 µM), for the others: at the highest dose activation, actives largely listed as activators. 0.3% of 370,000 active; active means well fitted activation curve with a large enough effect; inconclusive means small, poorly fitted or top-dose-only effect; further: potency means the concentration at half of the fitted maximal effect; on the % scale 0 is the no-effect control and ±100 the full control effect; nearly all actives have a fitted effect of over 60% in size; many of its hits are not listed in these tables
# Target sequence (Q9HBX9 whole entry, looked up): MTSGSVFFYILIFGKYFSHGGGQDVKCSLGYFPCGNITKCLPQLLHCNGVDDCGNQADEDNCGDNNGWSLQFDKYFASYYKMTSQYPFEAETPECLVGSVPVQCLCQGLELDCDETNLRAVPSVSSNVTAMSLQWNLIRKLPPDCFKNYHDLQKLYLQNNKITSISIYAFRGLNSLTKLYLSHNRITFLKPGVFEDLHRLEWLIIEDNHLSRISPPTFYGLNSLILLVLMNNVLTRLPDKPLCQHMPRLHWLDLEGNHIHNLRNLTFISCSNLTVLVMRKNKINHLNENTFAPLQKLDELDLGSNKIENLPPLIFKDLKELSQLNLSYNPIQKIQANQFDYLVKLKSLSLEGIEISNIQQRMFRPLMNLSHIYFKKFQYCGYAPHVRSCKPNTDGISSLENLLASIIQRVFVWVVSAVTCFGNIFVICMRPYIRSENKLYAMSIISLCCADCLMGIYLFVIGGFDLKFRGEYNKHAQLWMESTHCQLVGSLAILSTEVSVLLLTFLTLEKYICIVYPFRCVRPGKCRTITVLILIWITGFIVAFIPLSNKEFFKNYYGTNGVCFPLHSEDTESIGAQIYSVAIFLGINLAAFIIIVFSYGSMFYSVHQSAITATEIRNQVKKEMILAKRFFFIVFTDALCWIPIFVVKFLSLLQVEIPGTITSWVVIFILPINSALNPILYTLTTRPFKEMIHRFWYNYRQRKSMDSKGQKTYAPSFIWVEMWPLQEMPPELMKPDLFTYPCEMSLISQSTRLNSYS
#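 HEK293T cells stably expressing RXFP1 were pretreated with the PDE4 inhibitor Ro 20174, exposed to compounds for 30 min at 37C, lysed, and cAMP was read by TR-FRET. Data normalized to buffer (basal) and 29 nM porcine relaxin (100%).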
# D2 potentiator: positively modulates the human D2 dopamine receptor allosterically. P14416. HEK293 T-REx D2, calcium flux, EC20 dopamine potentiation. potentiation, % at 10 µM. 0.34% of 340,000 active. AID 485347;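 active means potentiation over 3 SD above the plate norm, cut at about 30% in these data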; further: 0% is about no effect
#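 Calcium flux readout, no-wash dye, 1 read/s. Inducible HEK293 Trex D2 line, overnight 30 C. Compound alone 180 s (agonist flags), then EC20 dopamine, another 180 s to score potentiation.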
# D2 antag: D2 dopamine receptor (human) antagonism; P14416; HEK293 TREx D2 cells, calcium flux, dopamine EC80; inhibition, % at 10 µM; 2% of 340,000 active; in the data active means inhibition above about 30%; further: 0% is about no effect
#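 Read-out: kinetic calcium fluorescence (1 cycle/s) in inducible HEK293 T-REx D2 cells after an EC80 dopamine addition that followed 180 s compound preincubation. Loss of the dopamine response indicates antagonism.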
# TRHR PAM: allosterically enhances the human TRH receptor. AID 493056. 0.66% of 360,000 active. P34981. TRHR cells, fluo-8 calcium fluorescence, EC20 TRH enhancement. enhancement, % at 2 µM; in the data active means enhancement above about 30%; further: 0% is about no effect
#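 Enhancer read-out: after compound pinning and an initial kinetic agonist-mode read, an EC20 of TRH (10 nM final) was injected and fluo-8 calcium signal (Ex 480/Em 530) followed at 1 s/cycle for 100 cycles in TRHR-expressing cells.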
# D1 potentiator: enhances dopamine response at the human D1 receptor. HEK293 TREx D1 cells, calcium flux, dopamine EC20 potentiation. potentiation, % at 10 µM. 0.036% of 360,000 active. AID 504651; in the data active means potentiation above about 30%; further: 0% is about no effect
# RXFP1 antag: antagonists of human relaxin receptor RXFP1. AID 1259400. HEK293-RXFP1, relaxin-stimulated cAMP HTRF, 30 min; active compounds read low. activity change, negative = inhibition, % at 57.5 µM. 0.59% of 350,000 active;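 active means activity change of -60% or lower, but not beyond a set lower limit; inconclusive means change between -60% and -40%, or beyond the set limit; inactive means change above -40%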; further: on the % scale 0 is the no-effect control and ±100 the full control effect
# D1 antag: blocks dopamine activation of the human D1 receptor; HEK293 TREx D1 cells, calcium flux, dopamine EC80; active compounds read low; 3.2% of 360,000 active; P21728; activity change, negative = inhibition, % at 10 µM; in the data active means activity change below about -30%; further: on the % scale 0 is the no-effect control and ±100 the full control effect
#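 Tetracycline-induced HEK293 Trex D1 cells, force-coupled to calcium, dye-loaded; compounds added and read 180 s, then EC80 dopamine added and calcium flux tracked kinetically another 180 s.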
# An asterisk follows results filed as active; ? = inconclusive; . = not tested or not shown.
SMILES,D2 ag,D1 agonist,RXFP1 ag,D2 potentiator,D2 antag,TRHR PAM,D1 potentiator,RXFP1 antag,D1 antag
NNC(=O)/C(=C\c1cccs1)NC(=O)c1ccccc1,0.3,5.5,0.5%,-21.4,30.8*,-2.6,-7.4,2.7,-16.6
CCOC(=O)c1cc(S(=O)(=O)Nc2ccc(OC)c(Cl)c2)[nH]n1,0.6,2.1,0.1%,-3.1,.,0.6,-1.1,.,-16.9
Cc1c(CC(=O)O)c(=O)oc2c(C)c(OCc3c(F)cccc3Cl)ccc12,-1.6,0.7,9.7%,-7.6,0.4,-3.3,-8.4,-17.3,5.8
c1ccc(CN2CCC(N3CCN(Cc4ccc5c(c4)OCO5)CC3)CC2)cc1,0.8,14.8,0.0%,-9.1,-15.6,0.4,-9.6,-5.7,-15.1
CC(C)[C@H](NC(=O)c1ccc(Cl)c([N+](=O)[O-])c1)C(=O)O,0.7,1.2,0.3%,6.8,-9.8,26.4,-0.8,0.5,10.4
Cc1scc(-c2n[nH]c(=S)n2C(C)c2ccccc2)c1C (configuration not stated),-1.8,2.8,2.9%,2.7,-8.5,-1.7,-3.5,-27.2,-25.0
COc1ccc(-c2nc3ccccc3c(=O)n2CCCn2ccnc2)cc1,0.5,3.2,17.8%,-2.8,1.1,6.0,-10.9,2.0,8.5
CCOC(=O)N1CCC(N2CC34C=CC(O3)C(C(=O)Nc3ccc(C)cc3)C4C2=O)CC1 (configuration not stated),.,2.6,0.3%,0.0,.,0.5,-1.9,-14.4,-7.0
Cc1ccccc1CN1CCCN(CC(=O)Nc2ccc(F)cc2)S1(=O)=O,-0.1,3.8,2.1%,-11.6,.,4.0,-5.3,-24.2,8.4
O=[N+]([O-])c1ccc2nc(-c3ccc(Cl)cc3)n(OCc3ccccc3)c2c1,1.4,8.6,3.4%,-6.4,15.2,-6.2,1.2,-11.6,-23.7
CCCn1nnc(NC(=O)c2ccc(Cl)cc2Cl)n1,-0.4,2.4,4.1%,9.6,-10.5,0.1,3.6,-3.0,-19.5
Cc1csc2nc(O)c(C(=O)NCCN3CCOCC3)c(=O)n12,0.3,1.8,6.9%,9.5,-3.5,-4.6,-0.3,-3.5,9.8
CCc1ccc(NC(=O)C(=O)NCCc2sc(-c3ccc(C)cc3)nc2C)cc1,1.6,0.0,8.2%,4.3,.,-4.2,-2.4,.,24.9
Cc1onc(NC(=O)NC(=O)c2ccccc2F)c1Br,1.9,3.9,-2.2%,-13.1,3.4,-6.4,1.1,0.7,12.7
CCCCN(CCCC)c1ccc(C(=O)c2ccccc2C(=O)O)c(O)c1,-0.5,11.9,0.2%,3.4,-20.1,9.3,-7.1,-4.8,-18.2
Cc1ccc(-c2nnn(CC(=O)NCc3ccccc3)n2)c(-n2cnnn2)c1,0.5,1.8,-0.4%,-5.0,11.7,-7.5,-1.6,-0.9,-3.2
COc1ccc(CNC(=S)NC(C)CCc2ccccc2)cc1 (configuration not stated),2.4,11.9,2.3%,-7.7,7.8,8.5,-3.7,-2.4,-14.7
CCN(CC)C(=O)C(Cc1ccccc1)N1C(=O)c2ccccc2C1=O (configuration not stated),0.4,1.0,1.5%,0.9,-4.0,-1.6,-1.4,2.6,-6.9
COc1cc(NC(=O)Cc2cccc3ccccc23)c(C(=O)O)cc1OC,1.4,3.4,0.0%,-1.0,29.9,-1.1,-0.5,-1.0,5.9
COc1ccc2[nH]c(=O)c(CNc3cccc(C)c3)cc2c1,0.0,4.0,-2.2%,-2.3,2.3,-1.3,0.8,.,5.1
Cc1cccc(CC2S/C(=N/N=C/c3ccco3)N(c3ccccc3)C2=O)c1 (configuration not stated),0.3,2.8,0.4%,-15.9,6.1,1.2,4.0,9.3,0.1
O=C(Nc1ccc(Br)cc1)Nc1ccccc1Cl,4.1,10.7,0.2%,-14.7,19.2,-5.8,-2.8,-3.4,-41.1*
COC(=O)c1cc(C(=O)N2CCc3ccccc32)cc([N+](=O)[O-])c1,0.1,0.9,0.0%,-1.2,11.6,1.4,-1.6,.,8.4
CC1Cc2ccccc2N1C(=O)CNc1cccc(S(=O)(=O)N2CCCC2)c1 (configuration not stated),-0.5,0.0,1.9%,0.9,18.3,-2.0,2.8,-27.6,12.6
CCOc1cccc(C(=O)NNC(=O)C2C3C=CC(C3)C2C(=O)O)c1 (configuration not stated),-1.3,4.2,2.9%,-9.0,-8.2,0.4,-2.5,6.7,-0.7

# Sorted by SMILES length (falling): 12 of the compounds above
SMILES,D2 ag,D1 agonist,RXFP1 ag,D2 potentiator,D2 antag,TRHR PAM,D1 potentiator,RXFP1 antag,D1 antag
CCOC(=O)N1CCC(N2CC34C=CC(O3)C(C(=O)Nc3ccc(C)cc3)C4C2=O)CC1 (configuration not stated),.,2.6,0.3%,0.0,.,0.5,-1.9,-14.4,-7.0
CC(C)[C@H](NC(=O)c1ccc(Cl)c([N+](=O)[O-])c1)C(=O)O,0.7,1.2,0.3%,6.8,-9.8,26.4,-0.8,0.5,10.4
COC(=O)c1cc(C(=O)N2CCc3ccccc32)cc([N+](=O)[O-])c1,0.1,0.9,0.0%,-1.2,11.6,1.4,-1.6,.,8.4
Cc1c(CC(=O)O)c(=O)oc2c(C)c(OCc3c(F)cccc3Cl)ccc12,-1.6,0.7,9.7%,-7.6,0.4,-3.3,-8.4,-17.3,5.8
Cc1ccc(-c2nnn(CC(=O)NCc3ccccc3)n2)c(-n2cnnn2)c1,0.5,1.8,-0.4%,-5.0,11.7,-7.5,-1.6,-0.9,-3.2
CCOc1cccc(C(=O)NNC(=O)C2C3C=CC(C3)C2C(=O)O)c1 (configuration not stated),-1.3,4.2,2.9%,-9.0,-8.2,0.4,-2.5,6.7,-0.7
Cc1ccccc1CN1CCCN(CC(=O)Nc2ccc(F)cc2)S1(=O)=O,-0.1,3.8,2.1%,-11.6,.,4.0,-5.3,-24.2,8.4
CCCCN(CCCC)c1ccc(C(=O)c2ccccc2C(=O)O)c(O)c1,-0.5,11.9,0.2%,3.4,-20.1,9.3,-7.1,-4.8,-18.2
COc1ccc(-c2nc3ccccc3c(=O)n2CCCn2ccnc2)cc1,0.5,3.2,17.8%,-2.8,1.1,6.0,-10.9,2.0,8.5
Cc1csc2nc(O)c(C(=O)NCCN3CCOCC3)c(=O)n12,0.3,1.8,6.9%,9.5,-3.5,-4.6,-0.3,-3.5,9.8
Cc1scc(-c2n[nH]c(=S)n2C(C)c2ccccc2)c1C (configuration not stated),-1.8,2.8,2.9%,2.7,-8.5,-1.7,-3.5,-27.2,-25.0
Cc1onc(NC(=O)NC(=O)c2ccccc2F)c1Br,1.9,3.9,-2.2%,-13.1,3.4,-6.4,1.1,0.7,12.7

# Next section
SMILES,D2 ag,D1 agonist,RXFP1 ag,D2 potentiator,D2 antag,TRHR PAM,D1 potentiator,RXFP1 antag,D1 antag
CCc1c(C)sc(NC(=S)NC(C)C2CCCO2)c1C(=O)OC (configuration not stated),.,-0.8,5.6%,.,.,2.7,-1.5,-18.1,.
O=C(CN1C(=O)S/C(=C\c2ccccn2)C1=O)Nc1ccccc1,0.2,2.5,0.0%,3.9,5.8,-0.1,-3.9,8.5,-2.0
COc1cc(OC)c(OC)cc1CN1CCc2nc(N3CCN(c4ncccn4)CC3)ncc2C1,2.4,0.4,2.3%,-0.2,.,3.4,0.2,-33.0,-9.4
Nn1c(SCCOc2ccccc2)nnc1-c1cccnc1,1.2,-0.3,1.0%,0.5,32.7*,8.2,1.2,8.3,21.4
O=c1[nH]c2ccccc2c(O)c1O,-0.3,3.6,2.6%,19.7,-4.6,-7.8,4.0,.,-1.2
CCCCNC1c2ccccc2C(=O)N1Cc1ccccc1 (configuration not stated),-0.2,3.2,1.5%,0.5,4.9,0.9,2.5,-4.8,2.1
Cc1cc(N/N=C/c2ccc(N(C)C)cc2)c2ccccc2n1,-0.4,7.6,-0.7%,-2.2,-4.4,1.8,-4.5,-9.4,39.8
CCOCc1c(C(=O)Nc2ccccc2N2CCN(C)CC2)oc2ccccc12,0.8,-1.4,1.1%,11.7,-14.2,43.9*,-0.2,2.8,-1.2
CCOC(=O)c1c(NC(=O)COc2ncnc3ccccc23)sc(C)c1CC,-0.6,9.1,1.8%,12.5,-6.1,0.6,0.8,-16.2,29.9
COc1ccc(N2CC(NS(=O)(=O)c3cccs3)CC2=O)cc1OC (configuration not stated),0.0,0.7,-0.7%,-7.7,8.2,-6.7,-4.8,-82.1*,-28.5
O=C(NCc1n[nH]c(=S)n1-c1ccccc1)c1ccco1,0.1,2.3,1.4%,-8.9,11.1,-2.9,0.9,-4.5,-4.6
CC1(C)OC2OC(C(=O)N/N=C/c3ccccc3F)C3OC(C)(C)OC3C2O1 (configuration not stated),1.3,0.0,0.9%,9.5,14.5,9.6,3.9,1.6,13.3
CN(C)C(CNC(=S)Nc1cccc(Cl)c1)c1ccccc1 (configuration not stated),0.4,15.9,-1.1%,.,55.0*,12.6,-4.4,-3.7,-0.1
CC(C)n1c(N2CCCC2)nc2c1c(=O)[nH]c(=O)n2C,0.5,1.0,0.2%,2.4,-28.7,2.7,1.2,14.7,2.0
Cc1c(N=C2SCC(=O)N2/N=C/c2ccccc2)c(=O)n(-c2ccccc2)n1C,.,3.5,-0.4%,.,.,-3.9,-4.8,-6.8,-1.4
Cn1cc(Cl)c(-c2n[nH]c(=S)n2-c2ccccc2)n1,3.3,2.6,?,-0.3,0.2,1.9,0.2,-2.3,6.0
CCOc1ccc(S(=O)(=O)n2nc(C)c(S(=O)(=O)N3CCCCCC3)c2C)cc1,1.6,1.6,0.7%,-4.5,.,10.0,-2.4,.,-2.2
Cc1cc(C)nc(SCCn2c(N3CCCCC3)nc3c2c(=O)n(C)c(=O)n3C)n1,-0.1,0.5,1.2%,-0.9,-2.0,6.7,-4.5,-0.4,-5.2
CC(=O)c1c(C)[nH]c(C(=O)CN2C(=O)NC3(CCCCC3)C2=O)c1C,0.4,1.6,-1.4%,1.4,-10.5,4.2,-6.0,-2.0,-0.1
O=[N+]([O-])c1cnn(-c2nc(-c3ccccc3)cc(C(F)(F)F)n2)c1,0.6,0.7,0.8%,7.0,-14.0,-7.5,-3.4,10.6,-0.3
O=C(Nc1cccc(Cl)c1)Nc1cc(S(=O)(=O)N2CCOCC2)ccc1N1CCCC1,-0.1,-1.7,0.4%,-7.1,-5.2,-6.4,-7.4,3.3,-8.6
CC(C)c1ccccc1OCC(=O)Nc1nnc(C2CC2)s1,0.0,2.9,-0.4%,0.4,-7.0,-1.8,6.6,-6.1,9.5
CC1(C)CC(=O)C(C=NC2CCCCC2)=C(O)C1,-0.7,2.4,2.3%,16.6,-2.7,-4.2,-1.4,-4.0,2.8

# Source: PubChem

# The list is partial, so the mix of outcomes need not match the whole.
